SENP8 block-1 – human SENP8 protease inhibitors, primary screen, biochemical, fluorescence, Nedd8 protein substrate, uHTS | AID 602440, 2012 | 360,000 tested, 0.64% active | recombinant SENP8 | inhibition, % at 20 µM | Sentrin-specific protease 8 (Homo sapiens), Q96LD8; in the data active means inhibition mostly above about 40%, no sharp cut-off; inactive means mostly below about 27%
SENP8 block-2 – SENP8 protease inhibitors, primary screen, biochemical, luminescence; Sentrin-specific protease 8 (Homo sapiens), Q96LD8; purified SENP8, Z-RLRGG-aminoluciferin cleavage; inhibition, % at 10 µM; 330,000 tested, 1.2% active; AID 2540, 2010; in the data active means inhibition above about 50%
UBC13 inh – UBC13 polyubiquitin chain formation inhibitors, primary screen, biochemical, TR-FRET, uHTS | Ubiquitin-conjugating enzyme E2 N (Homo sapiens), P61088 | inhibition, % at 20 µM | 330,000 tested, 0.47% active; in the data active means inhibition above about 45%, passing the limit was not always enough
SENP1 FRET inh – human SENP1 catalytic domain inhibitors, primary screen, biochemical, FRET, uHTS. Sentrin-specific protease 1 (Homo sapiens), Q9P0U3. recombinant SENP1 catalytic domain, CyPet-SUMO1-YPet FRET cleavage. inhibition, % at 10 µM. 360,000 tested, 0.21% active;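 active means inhibition at least 30% at 10 µM, raw YFP signal under a set limit, fluorescence ratio 0.5 to 1.5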;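 further: 0% = enzyme with DMSO and 100% = no enzyme wells; some results filed as inactive read as strong as hits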
Target sequence (Q9P0U3 419-644 limits assumed): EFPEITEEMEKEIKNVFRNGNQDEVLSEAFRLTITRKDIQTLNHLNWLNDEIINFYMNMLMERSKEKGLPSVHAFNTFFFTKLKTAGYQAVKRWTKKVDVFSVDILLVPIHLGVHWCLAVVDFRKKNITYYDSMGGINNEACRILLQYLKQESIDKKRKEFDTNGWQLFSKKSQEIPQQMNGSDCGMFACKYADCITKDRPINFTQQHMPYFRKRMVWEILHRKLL
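Material – human SENP1 catalytic domain · Input – SENP1 enzyme, 20 pM final · Compound dosing – single concentration of 10 µM compound, 0.5% DMSO final · Timing – enzyme reaction for 50 min at room temperature, dark · Measured by – FRET fluorescence in CFP and YFP emission channels · Control set – no-enzyme wells low, DMSO-plus-enzyme wells high control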
SENP7 block – SENP7 protease inhibitors, primary screen, biochemical, luminescence, uHTS. Sentrin-specific protease 7 (Homo sapiens), Q9BQF6. recombinant SENP7, Z-RLRGG-aminoluciferin luminescence, 40 min. inhibition, % at 5 µM. 330,000 tested, 1.5% active;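 active means inhibition above about 50% at the single test dose, limit read from the data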;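 further: plate controls were DMSO with enzyme for no effect and no enzyme buffer wells for full effect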
Target sequence (Q9BQF6 706-1050 limits assumed): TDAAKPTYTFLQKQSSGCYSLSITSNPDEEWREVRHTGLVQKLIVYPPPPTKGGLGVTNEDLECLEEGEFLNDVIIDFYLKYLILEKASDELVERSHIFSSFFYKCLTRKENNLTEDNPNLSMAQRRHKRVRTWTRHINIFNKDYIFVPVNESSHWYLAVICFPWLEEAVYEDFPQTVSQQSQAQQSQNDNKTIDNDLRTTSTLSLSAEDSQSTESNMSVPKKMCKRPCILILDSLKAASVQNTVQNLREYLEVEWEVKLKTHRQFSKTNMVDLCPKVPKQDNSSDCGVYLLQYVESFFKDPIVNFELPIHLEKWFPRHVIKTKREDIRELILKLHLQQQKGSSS
SENP6 inh – SENP6 protease inhibitors, primary screen, biochemical, luminescence, uHTS | Recombinant SENP6 catalytic domain, aminoluciferin luminescence | 330,000 tested, 1.8% active | inhibition, % at 10 µM | Sentrin-specific protease 6 (Homo sapiens), Q9GZR1;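 active means inhibition above about 50% at the single tested dose, limit read from the data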;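 further: plate controls were DMSO wells with enzyme for no effect and DMSO wells lacking enzyme for full effect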
Target sequence (Q9GZR1 628-1112 limits assumed): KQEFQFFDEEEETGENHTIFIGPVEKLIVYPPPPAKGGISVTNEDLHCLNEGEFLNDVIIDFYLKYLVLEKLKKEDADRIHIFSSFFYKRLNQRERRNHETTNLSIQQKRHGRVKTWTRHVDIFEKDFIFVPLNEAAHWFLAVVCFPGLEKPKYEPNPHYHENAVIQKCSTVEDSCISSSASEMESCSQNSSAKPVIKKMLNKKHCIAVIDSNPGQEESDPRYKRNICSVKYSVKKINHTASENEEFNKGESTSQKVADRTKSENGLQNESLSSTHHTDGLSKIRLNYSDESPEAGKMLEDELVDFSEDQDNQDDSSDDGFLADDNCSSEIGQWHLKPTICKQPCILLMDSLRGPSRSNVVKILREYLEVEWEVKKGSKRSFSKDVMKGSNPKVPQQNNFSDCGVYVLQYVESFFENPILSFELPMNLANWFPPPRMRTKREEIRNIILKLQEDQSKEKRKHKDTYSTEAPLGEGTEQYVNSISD
MIN6 prolif – inducers of MIN6 beta-cell proliferation, primary screen, ATP luminescence, uHTS. MIN6 cells proliferation, ATPlite luminescence, 48 h; cells starved in 0.2% serum; 100% = growth in 10% serum. proliferation, % at 10 µM. 330,000 tested, 0.29% active. AID 2380, 2010;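 active means compounds whose signal lies at least 3.5 SD above the mean of all wells on their plate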;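 further: 0% = DMSO-treated cells in low-serum medium and 100% = 10% serum control; some compounds called inactive have numbers as strong as hits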
PfG6PD inh – PfG6PD enzyme inhibitors, primary screen, biochemical, fluorescence intensity, uHTS. glucose-6-phosphate dehydrogenase-6-phosphogluconolactonase (Plasmodium falciparum 3D7). inhibition, % at 20 µM. 350,000 tested, 0.78% active. PfGluPho enzyme, NADPH resazurin-diaphorase fluorescence;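 active means inhibition reaching at least a set limit at 20 µM in the primary screen, cut at about 59% in these data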;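 further: 0% = DMSO wells with substrate and 100% = DMSO wells lacking glucose-6-phosphate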
HKDC1 inh – HKDC1 hexokinase inhibitors, primary screen, biochemical, fluorescence, uHTS | recombinant HKDC1, G6PDH/diaphorase resazurin coupled fluorescence | inhibition, % at 20 µM | 340,000 tested, 0.16% active;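 active means inhibition above about 35% when tested at 20 µM, limit read from the data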;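 further: plate controls were DMSO wells with enzyme for no effect and DMSO wells lacking enzyme for full effect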
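Test system: Recombinant HKDC1 (HK5) hexokinase enzyme, produced in-house | Input: HKDC1 at 5 µg/mL | Buffer or medium: Tris pH 8.0 buffer with MgCl2, Tween-20, BSA, BME | Schedule: 90 min reaction incubation at room temperature, dark | Technique: Resazurin-to-resorufin fluorescence via G6PDH and diaphorase coupling, 525/613 nm | Controls: DMSO wells with and without enzyme mix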
* marks the source's active call; other numbers are inactive results; . = no result given.

Molecule | SENP8 block-1 | SENP8 block-2 | UBC13 inh | SENP1 FRET inh | SENP7 block | SENP6 inh | MIN6 prolif | PfG6PD inh | HKDC1 inh
Fc1ccc(-c2cc(-c3cccs3)cc(-c3ccccc3)n2)cc1 | -35 | -5 | 4 | 0 | -2 | -11 | -4 | 18 | -1
O=S(=O)(N[C@H](CO)c1ccccc1)c1ccc(Br)cc1F | 1 | . | . | -1 | 2 | . | . | -2 | 1
O=C(/C=C/c1ccc(Cl)c([N+](=O)[O-])c1)Nc1ccc(NC(=O)c2ccco2)cc1 | 14 | . | . | -7 | . | . | . | -16 | -8
Cc1cccc(NC(=O)CN(C)S(=O)(=O)c2cccc3cccnc23)c1 | -1 | -4 | 0 | -4 | -4 | -3 | 4 | 2 | -3
Brc1cc2ccccc2[n+](Cc2ccccc2)c1 | 3 | 5 | -5 | -7 | -2 | -7 | -1 | 12 | 8
O=C(O)/C=C/c1ccc2ccccc2n1 | 12 | -4 | -9 | 1 | -1 | -10 | 2 | -3 | -11
O=c1cc(CSc2nnc(COc3ccc(Cl)cc3)o2)c2ccccc2[nH]1 | 7 | 5 | 4 | 1 | 5 | 13 | 0 | 10 | 17
CS(=O)(=O)Nc1ccccc1C(=O)NCCSc1ccc(Cl)cc1 | -162 | 4 | 0 | 2 | -1 | 15 | -3 | -19 | -1
Nc1cccc(C(=O)Nc2cccc3ncccc23)c1 | 20 | -5 | -1 | 1 | 15 | -6 | -1 | -10 | -2
Cc1cc(C)nc(N/N=C/c2ccc([N+](=O)[O-])o2)n1 | 46* | 12 | -33 | 8 | 6 | 13 | -4 | 27 | -1
Cc1ccc(NC(=S)N(CCCN2CCOCC2)Cc2cccnc2)cc1C | 14 | 7 | -3 | 0 | 1 | -8 | 2 | -8 | -2
O=C(NCCc1ccc2c(c1)OCCO2)c1cc(S(=O)(=O)N2CCCC2)ccc1Br | 2 | . | . | -1 | . | . | . | -4 | -3
CCN(C(=O)Cn1nnc(-c2ccccc2)n1)C1CCS(=O)(=O)C1 (stereo not given) | 21 | -7 | -3 | 3 | 0 | -1 | 2 | -5 | -4
Cc1ccc(-n2c(O)cnc2Nc2nc(C)cc(C)n2)cc1 | 14 | -5 | 6 | 2 | 1 | -4 | -4 | -13 | 1
CCOc1ccc(S(=O)(=O)N2CCCC(C(=O)NCc3cccnc3)C2)cc1C (stereo not given) | 6 | 1 | -1 | 0 | 8 | 7 | 0 | 3 | -5
N#Cc1ccsc1NC(=O)c1cccc([N+](=O)[O-])c1 | 5 | 1 | -1 | -46 | 8 | -11 | -3 | 20 | 1
Cc1ccc(S(=O)(=O)CCc2ccccn2)cc1 | 31 | 5 | -3 | 0 | 3 | 11 | 1 | -6 | 0
COc1ccccc1N1CCN(C(=O)c2noc(C)c2[N+](=O)[O-])CC1 | 12 | -8 | -3 | -1 | -24 | -8 | -3 | -4 | 4
CC(=O)N1c2c(cc(Br)cc2S(=O)(=O)NCc2ccc3c(c2)OCO3)CC1C (stereo not given) | 12 | -2 | -4 | 2 | 8 | 6 | -2 | 9 | -1
Cc1cc(C(F)F)n2ncc(C(=O)N3CCc4ccccc4C3)c2n1 | -24 | 1 | 1 | 0 | 12 | -8 | -3 | -6 | -6
CSc1n[nH]c(NC2=CC(=O)CCC2)n1 | -2 | -2 | 4 | 3 | 0 | -2 | -2 | 3 | -13
COc1ccc(OC)c(NC(=O)CCNC(=O)Cn2cnc3ccccc3c2=O)c1 | 14 | 4 | 3 | -1 | 0 | 15 | 3 | 8 | 0
O=C(NC1CC1)c1cc2c(s1)CS(=O)(=O)C2 | 14 | 1 | -4 | -1 | 2 | -14 | -2 | -18 | 9
O=C(Nc1nccs1)c1ccc(Cl)cc1[N+](=O)[O-] | 22 | -7 | -6 | -2 | 2 | -7 | 0 | 0 | 3
CCOc1c(S(=O)(=O)N2CCCC2)ccc(Cl)c1Cl | 22 | -5 | -1 | 0 | 3 | -8 | 2 | 13 | -3
CC1(c2nnc(-c3cccc(Cl)c3)o2)CC(c2cccc(F)c2)=NO1 (stereo not given) | 20 | -3 | 12 | 1 | 8 | -1 | 0 | 1 | 4
COc1ccccc1C(=O)Nc1ccc2c(C)cc(=O)oc2c1 | -267 | -12 | 4 | 7 | -16 | -18 | -2 | -5 | 0
O=C(Nc1nnc(Cc2ccc(Cl)cc2)s1)c1ccco1 | -1 | -5 | 4 | 0 | 5 | 9 | 0 | -21 | 10
COc1ccc([N+](=O)[O-])cc1NC(=O)c1cn(-c2ccc(C)c(C)c2)c(=O)c2ccccc12 | 19 | 4 | -14 | 0 | 4 | -5 | -2 | 8 | -6
O=C(c1ccccc1NS(=O)(=O)c1cccc([N+](=O)[O-])c1)N1CCCC1 | 13 | 3 | -1 | -2 | 0 | -3 | -2 | 0 | 1

Record cards (already shown). Order of values: SENP8 block-1	SENP8 block-2	UBC13 inh	SENP1 FRET inh	SENP7 block	SENP6 inh	MIN6 prolif	PfG6PD inh	HKDC1 inh
CCN(C(=O)Cn1nnc(-c2ccccc2)n1)C1CCS(=O)(=O)C1 (stereo not given) is listed with 21	-7	-3	3	0	-1	2	-5	-4
COc1ccc(OC)c(NC(=O)CCNC(=O)Cn2cnc3ccccc3c2=O)c1 is listed with 14	4	3	-1	0	15	3	8	0

Additional records
Molecule | SENP8 block-1 | SENP8 block-2 | UBC13 inh | SENP1 FRET inh | SENP7 block | SENP6 inh | MIN6 prolif | PfG6PD inh | HKDC1 inh
CCN(C[C@H]1N[C@@](CC)(C(=O)OC)[C@H]2C(=O)N(Cc3ccccc3)C(=O)[C@@H]12)C(C)=O | 5 | -8 | -12 | 3 | -7 | -23 | -4 | -2 | -5
Cc1ccc(-n2ncc3c(NCCCN4CCCC4=O)ncnc32)c(C)c1 | 11 | -1 | -5 | 1 | 0 | 0 | -2 | 2 | -9
Cn1cnnc1SCC(=O)Nc1sc2c(c1C(N)=O)CCC2 | -8 | 3 | 18 | -6 | -1 | -46 | -1 | 24 | 22
COCC(=O)N1CCC(Oc2ccc(C(=O)NC3CCOC(C)(C)C3)cc2)CC1 (stereo not given) | 7 | 0 | -4 | 1 | 0 | -8 | 3 | -2 | -3
COc1ccc(-c2nnc(SCC(=O)NCC3CCCO3)o2)cc1 (stereo not given) | 5 | -5 | 0 | 1 | -2 | 2 | -4 | -6 | -4
O=C(NCCc1ccccc1)C1CCCN(S(=O)(=O)c2cccc3nonc23)C1 (stereo not given) | 29 | 2 | -4 | 1 | -1 | -19 | 0 | 8 | -9
Cc1ccc(OCCCC(=O)Nc2ccc(S(=O)(=O)N3CCOCC3)cc2)cc1 | 2 | 10 | 56* | 1 | 2 | 3 | -3 | 12 | -3
O=C(Oc1ccccc1N1C(=O)C2CCCCC2C1=O)c1ccccc1 (stereo not given) | 26 | 1 | 3 | 6 | 2 | 11 | -1 | -3 | -8
CC1CCCC(C)N1NC(=O)c1cccc(S(=O)(=O)N2CCc3ccccc32)c1 (stereo not given) | 7 | -8 | -9 | -1 | -8 | -17 | -3 | 7 | -5
FC(F)(F)c1cc(-c2ccco2)nc(NCc2ccco2)n1 | -127 | 3 | 4 | -21 | -4 | -4 | -5 | 13 | 5
COc1cccc(-c2nnc(SCCC(=O)O)n2C)c1 | 14 | -3 | -3 | 0 | 3 | -3 | -3 | -5 | -11
C[C@H](CO)N1C[C@H](C)[C@@H](CN(C)Cc2ccncc2)Oc2c(NC(=O)C3CCCCC3)cccc2C1=O | 8 | -5 | -7 | 0 | -11 | -14 | -3 | -2 | -3
Nc1nc(-c2ccc(Oc3ccccc3)cc2)cs1 | 6 | -6 | 5 | -2 | -3 | 19 | -3 | -6 | -2
COCc1nnc(NC(=O)CCSc2ccccc2)s1 | -2 | 1 | 3 | 1 | 4 | -31 | 2 | 3 | 3
Cc1ccc(NC(=O)CCc2nc3sc4c(c3c(=O)[nH]2)CCCC4)c(Br)c1 | -41 | 1 | -3 | -20 | -4 | -12 | 0 | -3 | 2
C=C1[C@H]2O[C@H]2[C@@H](OC(C)=O)[C@@]2(C)[C@@H](OC(C)=O)C[C@@H](OC(C)=O)[C@@](C)(O)[C@@H]2[C@@H](OC(C)=O)[C@@]2(O)[C@@H](C)C(=O)O[C@H]2[C@H]1Cl | 17 | . | . | 3 | . | . | . | 17 | -4
CC(=O)N1CCc2ccccc2C1CC(=O)O (stereo not given) | 2 | 1 | 0 | 0 | 0 | 3 | -3 | 0 | -9
CCOC(=O)C1C(C(=O)OC)=C(C(=O)OC)c2ccccc2N1S(=O)(=O)C(F)(F)F (stereo not given) | -3 | . | . | 2 | -12 | . | . | 10 | -2
COC(=O)N/N=C(\C)c1ccc(OC(F)F)cc1OC(F)F | 8 | -7 | -2 | 2 | -3 | 3 | 2 | -11 | -9
COCc1cc(=O)n2[nH]c(-c3cccc(Br)c3)cc2n1 | -98 | 9 | 1 | 0 | 10 | 48 | -3 | -5 | 0
COc1ccc(-n2ncc3c2CC(C)(C)CC3NC(=O)c2ocnc2C)cc1 (stereo not given) | 5 | -8 | 6 | -2 | -8 | 5 | 0 | 0 | -9
C=CCNC(=S)N1CCc2c([nH]c3ccccc23)C1C (stereo not given) | 1 | -4 | -4 | -9 | -6 | -10 | -1 | 15 | -1
CNc1nc(SCC(=O)OC)nc(N2CCOCC2)n1 | 13 | -8 | -10 | 1 | -8 | -11 | 1 | -4 | -3
Cn1c(SCCOc2ccccc2Cl)nnc1-c1ccncc1 | 4 | 0 | 2 | 2 | -1 | 1 | 1 | -2 | 6
C/C(=N\Nc1ccc([N+](=O)[O-])cc1)c1ccc(N)cc1 | 28 | . | . | -10 | . | . | . | 21 | -8
CC(C)CNS(=O)(=O)c1ccc(S(=O)(=O)N2CCCN(Cc3ccccc3)C2)cc1 | 2 | -6 | 14 | 1 | -4 | -11 | -4 | 0 | -7
Nc1ncnc2c1ncn2[C@@H]1O[C@H](CNS(=O)(=O)c2ccc3c(c2)CCN(C(=O)C(F)(F)F)C3)[C@@H](O)[C@H]1O | 8 | . | . | 2 | -7 | . | . | -14 | -5
CC1CCC(NC(=O)Cn2c(=O)oc3cc(S(=O)(=O)N4CCCC4)ccc32)CC1 (stereo not given) | 5 | -4 | -11 | 2 | -13 | -7 | -1 | -1 | 0
CCOc1ccc(NC(=O)N2CCC(n3c(=O)[nH]c4ccccc43)CC2)cc1 | 6 | -3 | -3 | 4 | -6 | -8 | 6 | 5 | -1
O=S(=O)(SC1=NCCN1)c1ccccc1 | 8 | . | . | 3 | . | . | . | 9 | -4
COc1cc(C(=O)NCCC(=O)N2CCC3(CC2)NCCc2[nH]cnc23)cc(OC)c1OC | 8 | 5 | 7 | 1 | -2 | 20 | -1 | 4 | -4
